PGE2 EP2 inh = inhibitors of human EP2 prostaglandin E2 receptor; C6 glioma cells expressing human EP2, cAMP TR-FRET; cells stimulated with saturating PGE2; inhibition, % at 25 µM; actives 0.52% (n = 260,000); AID 1422;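 active = percent inhibition above 40 after rounding to a whole number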;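 note: rat C6 glioma host cells with rolipram phosphodiesterase inhibitor present; the protocol text gives 20 µM as final concentration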
Target sequence (P43116 whole entry, looked up): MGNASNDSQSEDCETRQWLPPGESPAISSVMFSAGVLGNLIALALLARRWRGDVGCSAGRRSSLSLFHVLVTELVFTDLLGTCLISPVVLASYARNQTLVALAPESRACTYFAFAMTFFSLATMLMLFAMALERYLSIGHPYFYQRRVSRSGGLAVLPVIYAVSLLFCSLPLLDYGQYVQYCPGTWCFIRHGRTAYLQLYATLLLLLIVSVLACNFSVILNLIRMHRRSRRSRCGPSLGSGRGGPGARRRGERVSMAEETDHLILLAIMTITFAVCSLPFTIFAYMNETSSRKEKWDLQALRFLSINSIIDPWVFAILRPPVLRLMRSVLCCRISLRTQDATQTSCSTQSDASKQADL
zVAD death inh = L929 zVAD cell death inhibition; AID 1377; L929 zVAD necroptosis rescue, ATP luminescence, 24 h; with zVAD 60 µM; actives 0.38% (n = 220,000); viability rescue, % at 10 µM;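 active = activation, scaled between plate controls, above about 75%, limit read from the data; inactive = activation under that limit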;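 note: 0% = zVAD with DMSO and 100% = DMSO alone without zVAD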
TNF necrop inh = TNF-alpha cell death inhibition in Jurkat FADD-/- cells | activation (protection from cell death), % at 10 µM | AID 463075 | Jurkat FADD-/- TNF necroptosis rescue, ATP luminescence, 24 h; 0 = TNF only, 100 = no-TNF cells | actives 0.068% (n = 220,000);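 active = activation, meaning protection from cell death, of at least 50% relative to plate controls; inactive = activation below 50%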;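 note: necroptosis triggered by 40 ng/mL TNF-alpha added together with compound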
FXIIa inh = inhibitors of human coagulation factor XIIa; P00748; inhibition, % at 5 µM; purified FXIIa, Boc-QGR-AMC fluorogenic substrate, 2 h; actives 0.3% (n = 220,000); AID 800; in the data active = inhibition above about 40%;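 note: 0% = enzyme with no compound and 100% = blank without enzyme; many of its hits are not listed in these tables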
TbHK1 inh = T. brucei hexokinase 1 inhibition; recombinant TbHK1, G6PDH-coupled NADH A340; AID 1430; inhibition, % at 10 µM; actives 0.11% (n = 220,000);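 active = inhibition of 50% or more in the single-dose primary screen; inactive = inhibition below 50%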
PPC-1+TRAIL kill = PPC-1 cancer cell killing with TRAIL present; AID 1443; PPC-1 cells + TRAIL, ATPLite viability luminescence; cell killing (% activity), % at 4 µM; actives 0.41% (n = 220,000);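 active = cell killing above 50% in the first pass at 4 µM, then a duplicate retest at 5 µM averaging 50% or more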;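 note: plate controls were cells with TRAIL plus DMSO for no effect and medium-only wells lacking cells for full effect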
FXIa inh 1536 = inhibitors of human coagulation factor XIa; P03951; purified FXIa, Boc-Glu-Ala-Arg-AMC fluorogenic substrate; inhibition, % at 5 µM; actives 0.14% (n = 220,000);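 active = inhibition of at least 40%; inactive = inhibition below 40%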;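 note: fluorescence of freed AMC excited at 355 nm; 0% = enzyme without compound and 100% = no enzyme blank; many of its hits are not listed in these tables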
CHOP inhibitor = inhibitors of CHOP induction in ER stress response; CHO-K1 CHOP-promoter luciferase, tunicamycin-induced, 15-18 h; inhibition, % at 10 µM; actives 3.8% (n = 220,000);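 active = compounds that reduced the stress-induced luciferase reporter signal by more than about 70% of percent inhibition, limit read from the data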;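 note: 0% = tunicamycin plus vehicle and 100% = wells without tunicamycin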
Wee1 stabilizer = inhibitors of human Wee1 degradation; P30291; HeLa Luc-Wee1K328M stability, luciferase luminescence; 100% = proteasome inhibitor MG132 effect; reporter increase, % at 5 µM; actives 1.2% (n = 220,000);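 active = activation above the mean of all tested compounds plus 3 SD, set per screening run, cut at about 8.8% in these data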;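 note: cells exposed to compound for 20 h before luminescence read; 0% = DMSO alone and 100% = MG132 at 30 µM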
Target sequence (P30291 whole entry K328M): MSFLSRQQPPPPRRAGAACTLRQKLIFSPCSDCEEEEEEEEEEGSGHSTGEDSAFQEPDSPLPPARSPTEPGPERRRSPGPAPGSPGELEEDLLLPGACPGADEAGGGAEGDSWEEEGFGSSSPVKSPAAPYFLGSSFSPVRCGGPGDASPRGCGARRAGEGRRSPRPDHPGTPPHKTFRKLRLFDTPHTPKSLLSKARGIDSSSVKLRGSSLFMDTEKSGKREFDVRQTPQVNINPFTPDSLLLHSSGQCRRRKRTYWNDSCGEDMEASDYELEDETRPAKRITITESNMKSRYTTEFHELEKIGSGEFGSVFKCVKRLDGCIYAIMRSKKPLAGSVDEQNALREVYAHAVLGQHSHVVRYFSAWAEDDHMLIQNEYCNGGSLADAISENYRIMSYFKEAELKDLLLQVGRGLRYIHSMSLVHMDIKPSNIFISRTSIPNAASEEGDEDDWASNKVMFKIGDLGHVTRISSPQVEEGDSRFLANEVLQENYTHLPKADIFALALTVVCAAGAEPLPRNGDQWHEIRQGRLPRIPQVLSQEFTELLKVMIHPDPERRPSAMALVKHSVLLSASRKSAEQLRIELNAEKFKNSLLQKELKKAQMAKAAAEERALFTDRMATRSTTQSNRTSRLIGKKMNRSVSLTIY
Starred values were filed as active, the others as inactive; / = not tested or not shown; & = joins results of further samples; [ ] = another dose, or the depositor's remark. This is a subset; rates above refer to the full screens.

SMILES | PGE2 EP2 inh | zVAD death inh | TNF necrop inh | FXIIa inh | TbHK1 inh | PPC-1+TRAIL kill | FXIa inh 1536 | CHOP inhibitor | Wee1 stabilizer
Cc1nc2ccccc2n1/C(=N/S(=O)(=O)c1ccc(Br)cc1)c1ccccc1 | 8 | 0.4 | 3.2 | 14 | -3 | 10 | 5 | 11 | 0
COc1cccc(-c2nnc(SCC(=O)Nc3cc(C)ccc3OC)n2N)c1 | 7 | 0.1 | -3.0 | 5 | 3 | -8 | 2 | 1 | 1
CCOC(=O)c1c(O)c2c([nH]c1=O)CCCC2 | 2 | 1.6 | -0.4 | 24 | -4 | -5 | 24 | 15 | 4
CC(C)Oc1ccc(CCc2nnc(SC(C)C(=O)O)n2-c2ccccc2)cc1 (stereo unspecified) | 3 | 0.0 | 0.7 | 12 | -10 | -6 | -1 | 27 | 1
Cc1cccc(-c2csc(NC(=O)c3cnccn3)c2C(=O)OC(C)C)c1 | 9 | 0.3 | -2.7 | 10 | -18 | 14 | 0 | -9 | 0
COc1ccc(N(CC(=O)Nc2cccc(C(=O)O)c2)S(=O)(=O)c2c(C)noc2C)cc1 | 2 | 2.2 | 0.6 | 0 | 0 | 11 | -8 | 17 | -1
COc1ccc(NC(=O)CN(C)S(=O)(=O)c2cccs2)cc1 | 12 | 2.4 | -0.7 | 10 | 0 | 3 | 2 | 9 | 0
COc1ccccc1OCC(=O)NCc1ccco1 | 2 | -0.3 | -1.0 | -5 | 3 | -4 | 5 | 8 | 1
COc1ccccc1-c1coc2cc(OC(=O)/C=C/c3ccccc3)ccc2c1=O | 4 | 0.7 | 1.2 | 3 | -5 | 4 | -2 | 18 | 0
OCCN(Cc1ccccc1)CC1CC=CCC1 (stereo unspecified) | 9 | 0.0 | 1.8 | 4 | -3 | 9 | -2 | 10 | -2
COc1ccccc1NC(=O)Nc1cc(C(C)(C)C)nn1C | 14 | 13 | 5.6 | 2 | -6 | -9 | -2 | 23 | 4
CC1(C)CC(=O)C(=Cc2cn(CCC#N)nc2-c2ccc(Cl)cc2)C(=O)C1 | 19 | 0.0 | -0.5 | 2 | 2 | 4 | 1 | -7 | 4
CC(C)OC(=O)CN1CCN(C2c3ccccc3-c3ccccc32)CC1 | 10 | 2.6 | 0.1 | 14 | -2 | 10 | 2 | 10 | 0
Cc1ccc(Cn2cccc(NC(=O)NCc3ccccc3)c2=O)cc1 | 9 | 0.0 | 2.2 | 8 | -4 | -5 | 2 | 7 | 2
CC(C)(C)c1ccc(OCC(=O)NCCN2CCCC2)cc1 | / | -0.1 | 0.9 | -12 | 6 | 32 | -5 | 48 | 5
O=C(CN1CCSCC1)c1c[nH]c2ccccc12 | 7 | 1.1 | 0.2 | 20 | -5 | -12 | 5 | 26 | -1
COCCNC(=S)Nc1ccc(S(=O)(=O)Nc2ncccn2)cc1 | 2 | -0.4 | 0.5 | 3 | -2 | 13 | 1 | 3 | 1
COc1ccc(-n2c(=S)[nH]c3c(sc(=S)n3-c3ccccc3)c2=O)c(OC)c1 | 2 | -0.3 | -1.7 | 6 | -36 | 16 | -2 | 3 | -3
CCOC(=O)c1cccc(NC(=O)CCc2nc(-c3ccc(C)cc3)no2)c1 | 10 | 0.9 | -1.8 | 5 | 10 | 0 | 4 | 57 | 0
O=c1c(-c2nc3ccccc3s2)cccn1Cc1ccc(Cl)cc1 | 10 | 0.9 | -2.1 | -5 | -6 | 16 | -4 | 40 | 2
CCOc1ccc(Nc2nc(N)nc(CCl)n2)cc1 | 10 | -1.5 | -31 | 5 | -10 | 95*[5 µM] | -5 | 9 | 1
COc1ccc(CCNC(=O)c2csc3c2CCCC3)cc1 | 4 | 0.1 | 1.7 | 5 | 27 | 13 | -2 | -3 | -1
CCOC(=O)C1=C(N2CCCCC2)c2cc3c(n2C1=O)CCCC3 | 22 | 3.2 | -3.7 | 18 | -39 | -12 | 3 | 48 | 0
CCc1nccn1S(=O)(=O)c1cc(C)c(OC)cc1C | 6 | -0.1 | -0.1 | -4 | 1 | -7 | -7 | 16 | 3
Cc1nonc1OCCCNc1ccc([N+](=O)[O-])cc1Cl | 4 | -0.2 | 0.6 | -4 | -2 | -8 | -1 | 9 | 0
COCCN(C(=O)CCCC(=O)Nc1ccccn1)C(C(=O)NC1CCCC1)c1ccc(C)cc1 (stereo unspecified) | 13 | -0.3 | -2.3 | 11 | 1 | -17 | 5 | 35 | -1
CC(C)OP(=O)(OC(C)C)C(NC(=O)c1ccc(Br)cc1)c1ccccc1 (stereo unspecified) | 3 | 0.2 | -6.1 | 3 | -4 | -2 | -6 | 2 | 3
CC1=CC2=NC(=O)/C(=C\c3ccc(OC(=O)c4ccco4)cc3)C(=N)N2O1 | 2 | 1.9 | 1.6 | 4 | -16 | 16 | 1 | 1 | 3
O=C(COc1ccc(Br)cc1)Nc1ccc(-c2nnc(-c3ccco3)o2)cc1 | 0 | 2.1 | 1.0 | 9 | -27 | 10 | 0 | -18 | 3
Cc1cc(C)c(/C=N/NC(N)=O)c(C)c1/C=N/NC(N)=O | 5 | 0.0 | -1.2 | -1 | 7 | -13 | -5 | -16 | 0
Cc1cccc(NC(=O)Cn2c(=O)n(CCc3c[nH]c4ccccc34)c(=O)c3cccnc32)c1 | 6 | / | 1.2 | 2 | -10 | 9 | -9 | 30 | -1
N#CC1=C(SCc2ccccc2)NC(=O)CC1c1cccc(O)c1 (stereo unspecified) | 10 | 0.0 | -2.4 | 6 | 0 | 15 | 2 | 3 | -1
CSCCC(NC(=O)c1ccccc1)C(=O)OCC(=O)N(C)CCC#N (stereo unspecified) | 3 | 3.4 | -0.3 | 10 | -4 | 1 | -3 | 1 | -4
Cc1ccccc1C(=O)NNC1=NCCC1 | 6 | 0.8 | 0.9 | 5 | -5 | -10 | -1 | 45 | 2
O=C(Nc1ccc2c(c1)nc1n2CCN(Cc2ccccc2)C1)NC1CCCCC1 | 6 | 9.5 | 3.0 | 14 | -9 | 6 | -3 | -13 | 0
CC(C)N(C(=O)Cn1cnc2c(cnn2-c2ccccc2Cl)c1=O)C(C)C | 5 | 0.9 | -1.1 | -7 | 5 | 19 | -7 | -23 | 0
Cc1cc(N)c(C)c([N+](=O)[O-])c1C | 8 | 2.5 | 0.9 | 5 | 36 | 22 | 1 | 35 | 1
CN(C)S(=O)(=O)N1CCN(Cc2ccccc2)CC1 | 5 | 0.8 | 1.0 | -9 | 0 | 11 | 2 | -14 | 2
CCn1c(Cn2nnc(-c3ccccc3)n2)nnc1SCC(=O)Nc1ccccc1 | 7 | -0.2 | 0.2 | -4 | -1 | -12 | 4 | 88* | 7
CCC(C)Nc1nc(-c2cccc(OC)c2O)nc2ccccc12 (stereo unspecified) | 15 | -0.3 | -9.8 | 10 | -18 | / | 2 | 69 | -3
O=C(O)CCCCCN1C(=O)C(O)=C(C(=O)/C=C/c2ccccc2)C1c1ccc2c(c1)OCO2 (stereo unspecified) | 22 | 0.2 | 1.4 | 4 | -20 | -2 | 0 | 2 | 0
CCn1cc(CNC(=O)c2cc(-c3ccccc3OC)nc3ccccc23)c(C)n1 | 21 | 0.0 | -4.7 | 16 | -13 | -6 | 3 | 5 | 4
COc1cc2c(cc1OC)-c1nnc(C)n1C(C)(C)C2 | 3 | 7.1 | 2.0 | 11 | -5 | 66* | 1 | 7 | -3
Cc1nc(-c2noc(-c3cccc(Cl)c3)n2)c(C(F)(F)F)o1 | 13 | -0.2 | 2.0 | 4 | 3 | 10 | 6 | -20 | 3
Cc1noc(C)c1S(=O)(=O)Nc1ccc(C(=O)N2CCCCC2)cc1 | 5 | 0.4 | 0.1 | 19 | -1 | 29 | -1 | 35 | -2
C/C(=N/NS(=O)(=O)c1ccc(C)cc1)[C@H]1C[C@@H]1c1ccccc1 | 5 | 0.7 | 0.5 | 8 | 9 | 10 | 0 | 8 | -1
NC(=O)CSc1nnc(-c2ccc(S(=O)(=O)N3CCOCC3)cc2)n1Cc1ccccc1 | 4 | 1.1 | 0.8 | 2 | -5 | 24 | 11 | 4 | -3
CCOC(=O)Cn1cnc([N+](=O)[O-])n1 | 7 | -0.1 | -0.3 | 15 | -3 | 15 | 3 | -10 | -1

Compound profiles, as listed above. Screens in order: PGE2 EP2 inh | zVAD death inh | TNF necrop inh | FXIIa inh | TbHK1 inh | PPC-1+TRAIL kill | FXIa inh 1536 | CHOP inhibitor | Wee1 stabilizer
Record of `Cc1nc(-c2noc(-c3cccc(Cl)c3)n2)c(C(F)(F)F)o1` → 13 | -0.2 | 2.0 | 4 | 3 | 10 | 6 | -20 | 3
Record of `O=C(O)CCCCCN1C(=O)C(O)=C(C(=O)/C=C/c2ccccc2)C1c1ccc2c(c1)OCO2` (stereo unspecified) → 22 | 0.2 | 1.4 | 4 | -20 | -2 | 0 | 2 | 0

The listing continues.
SMILES | PGE2 EP2 inh | zVAD death inh | TNF necrop inh | FXIIa inh | TbHK1 inh | PPC-1+TRAIL kill | FXIa inh 1536 | CHOP inhibitor | Wee1 stabilizer
CC1(c2ccccc2)NC(=O)N(CC(=O)Nc2cccc(C#N)c2)C1=O (stereo unspecified) | 6 | 0.8 | 3.4 | 9 | 5 | 4 | 0 | 5 | 2
CC(C)(SC(=S)N1CCCCCC1)C(=O)O | 9 | 1.9 | 0.9 | 8 | -2 | 2 | -1 | 1 | 1
CCC(C)C(=O)N1CCc2cc(-c3csc(N)n3)ccc21 (stereo unspecified) | 15&18 | -0.1 | -7.0 | 13 | 1 | 10 | 5 | -10 | 1
COC(=O)NC(C)N1C(=O)C2C3C=CC(C3)C2C1=O (stereo unspecified) | 6 | 0.5 | -1.0 | 6 | 2 | / | -2 | -1 | -1
CCCCNC(=O)CCn1c(=O)c2ccccc2n(Cc2ccc(F)cc2)c1=O | 5 | 1.1 | 1.1 | 11 | 35 | -5 | 6 | -2 | 0
C/C(=N\N1CCN(C)CC1)c1ccc(Cl)c(Cl)c1 | 4 | 2.2 | 3.8 | 7 | 0 | 18 | 1 | 11 | 0
C#CCOCCOCCOCCNc1nc(N2CCN(C(=O)[C@H](C(C)C)n3cc(CCO)nn3)CC2)nc(N2CCN(C(=O)[C@H](C(C)C)n3cc(CCO)nn3)CC2)n1 | 9 | 2.6 | 1.0 | 15 | -5 | -7 | 7 | 9 | -1
COc1ccc(NC(=O)C(Sc2ccccc2)c2ccccc2)c(OC)c1 (stereo unspecified) | 4 | -0.6 | 0.0 | 7 | -7 | 11 | -4 | -5 | 0
CCOc1cc(C(=O)Nc2ncccn2)cc(OCC)c1OCC | 12 | -0.6 | -1.4 | -7 | 1 | 48 | -5 | 20 | -2
O=C1Nc2ccccc2C(O)(C(=O)NCc2ccc3c(c2)OCO3)N1c1ccc(Cl)c(Cl)c1 (stereo unspecified) | 12 | 0.9 | 0.2 | 11 | -1 | 29 | -3 | 23 | -2
CN(C)c1ccc(/C=C/C(=O)c2cc(Cl)ccc2O)cc1 | 18 | 0.4 | -4.0 | 5 | -16 | 14 | 2 | -21 | -3
COc1ccc(N2CCN(C(=O)CCn3nnc4ccccc43)CC2)cc1 | 25&11 | 0.3 | 0.3 | -8 | -8 | 0 | -9 | -12 | 1
CCC(=O)c1cn(CC(=O)O)c2ccccc12 | 8 | 3.0 | -1.1 | 6 | -4 | 0 | 0 | 3 | -2
Cc1cc(CN(C)Cc2ccc(OCC(O)CN(C)Cc3ccccc3)cc2)on1 (stereo unspecified) | 5 | -0.1 | 1.6 | 6 | -8 | -5 | 1 | -8 | -1
Cc1ccccc1N1CCN(Cc2nc(Cc3ccccc3)no2)CC1 | 11 | -0.1 | 0.8 | 14 | 3 | 5 | 5 | 31 | -4
